# From PubChem BioAssay
# DAX1 inh-1: NR0B1 (DAX1) inhibition; HEK293 Gal4-DAX1 luciferase reporter, luminescence; AID 504766; 340,000 compounds, 0.99% hits; inhibition, % at 6.75 µM; P51843;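 active means inhibition above the mean over all tested compounds plus 3 SD, cut at about 4.2% in these data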;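 further: 0% = DAX1-transfected cells with DMSO and 100% = empty-vector control cells with DMSO; inhibition shows as a rise in luminescence from relieved DAX1 repression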
# hgDAF-12 ag: activates the H. glycines DAF-12 receptor ligand-binding domain | HEK293 GAL4-hgDAF12 UAS-luciferase reporter, agonist luminescence; normalized to butyrate control | activation, % at 6.8 µM | 370,000 compounds, 1.8% hits;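 active means activation above a cutoff set at the mean of all screened compounds plus 3 SD, cut at about 10% in these data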;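 further: 0% = DMSO wells and 100% = sodium butyrate wells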
# HGIII-sPLA2 inh: Blocks human group III sPLA2 activity; AID 743126; QFRET BODIPY PC-A2 liposome hydrolysis, fluorescence; inhibition, % at 12.2 µM; 370,000 compounds, 0.56% hits;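 active means inhibition above mean plus 3 SD of compounds lying within the high and low control bounds, cut at about 19% in these data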;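 further: 0% = median of test compound wells and 100% = no enzyme DMSO wells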
# Target sequence (Q9NZ20 whole entry, looked up): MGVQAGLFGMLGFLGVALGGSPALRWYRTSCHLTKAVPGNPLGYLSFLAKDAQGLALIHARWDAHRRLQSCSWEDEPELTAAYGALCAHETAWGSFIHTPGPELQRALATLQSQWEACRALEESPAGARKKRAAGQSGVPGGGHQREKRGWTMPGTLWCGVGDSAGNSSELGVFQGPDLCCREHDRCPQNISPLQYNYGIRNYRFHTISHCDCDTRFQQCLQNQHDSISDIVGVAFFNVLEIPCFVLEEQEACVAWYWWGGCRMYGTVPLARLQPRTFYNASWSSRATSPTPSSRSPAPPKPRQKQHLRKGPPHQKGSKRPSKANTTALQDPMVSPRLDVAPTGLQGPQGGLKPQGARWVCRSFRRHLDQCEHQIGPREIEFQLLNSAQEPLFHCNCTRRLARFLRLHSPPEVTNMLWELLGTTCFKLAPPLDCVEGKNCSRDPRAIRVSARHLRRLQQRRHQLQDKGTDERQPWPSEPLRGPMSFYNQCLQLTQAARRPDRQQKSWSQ
# PLCb3 inh: inhibitors of human phospholipase C beta3; Q01970; Purified PLC-beta3, fluorogenic substrate, fluorescence; inhibition, % at 12.2 µM; 370,000 compounds, 0.18% hits; in the data active means inhibition above about 11%;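 further: 0% = median of compound wells on plate and 100% = full blocker control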
# SMARCA2 act: activators of SMARCA2 function; activation, % at 9.1 µM; 370,000 compounds, 1% hits; MG213 cells, MMTV-luciferase reporter, dexamethasone, overnight; AID 652017; in the data active means activation above about 7.8%;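 further: 0% = vehicle wells and 100% = reference activator wells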
# hcDAF12 agonist: activates DAF-12 receptor from parasite H. contortus; HEK293 hcDAF-12 lit1-tk-luc reporter, luminescence; 0% DMSO, 100% Δ7-dafachronic acid; activation, % at 6.8 µM; 370,000 compounds, 1.4% hits; AID 652067;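 active means activation above the mean of all tested compounds plus 3 SD, cut at about 5.5% in these data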;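 further: 100% = response to 3 µM Δ7-dafachronic acid high control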
# PG9 Ab binder: small molecules binding HIV-1 gp120 antibody PG9; 360,000 compounds, 0.43% hits; inhibition, % at 6.7 µM; TR-FRET gp120-PG9 antibody binding; AID 624416; in the data active means inhibition above about 8.5%
# ssDAF12 agonist: activators of S. stercoralis DAF-12 nuclear receptor; AID 652126; 370,000 compounds, 1% hits; activation, % at 6.8 µM; HEK293 ssDAF-12/GRIP1 lit1-tk-luc reporter, luminescence; % of 3 µM dafachronic acid response;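 active means activation above the mean over all tested compounds plus 3 SD, cut at about 0.9% in these data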;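 further: 0% = DMSO-only wells and 100% = 3 µM delta7-dafachronic acid wells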
# GAA850 FXN act: frataxin GAA850 promoter activation; 360,000 compounds, 0.56% hits; activation, % at 6 µM; HEK293 lucGAA850 FXN promoter luciferase reporter, 24 h; percent of 10 µM SAHA response; AID 540364;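 active means activation above the average of all compounds screened plus 3 SD, cutoff fixed separately per campaign, cut at about 7.5% in these data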;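 further: 0% = DMSO wells and 100% = 10 µM SAHA wells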
# Rev-erbA mod: modulators of human Rev-erb alpha DNA binding; P20393; Rev-erbα–FITC-DNA binding, fluorescence polarization, 90 min; activity, % at 10 µM; 370,000 compounds, 0.79% hits; AID 1259318;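 active means activity above about 14%, limit read from the data; passing the limit was not always enough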;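 further: 0% = DMSO wells with 35 nM protein and 100% = DMSO wells with 750 nM protein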
# Target sequence (P20393 whole entry, looked up): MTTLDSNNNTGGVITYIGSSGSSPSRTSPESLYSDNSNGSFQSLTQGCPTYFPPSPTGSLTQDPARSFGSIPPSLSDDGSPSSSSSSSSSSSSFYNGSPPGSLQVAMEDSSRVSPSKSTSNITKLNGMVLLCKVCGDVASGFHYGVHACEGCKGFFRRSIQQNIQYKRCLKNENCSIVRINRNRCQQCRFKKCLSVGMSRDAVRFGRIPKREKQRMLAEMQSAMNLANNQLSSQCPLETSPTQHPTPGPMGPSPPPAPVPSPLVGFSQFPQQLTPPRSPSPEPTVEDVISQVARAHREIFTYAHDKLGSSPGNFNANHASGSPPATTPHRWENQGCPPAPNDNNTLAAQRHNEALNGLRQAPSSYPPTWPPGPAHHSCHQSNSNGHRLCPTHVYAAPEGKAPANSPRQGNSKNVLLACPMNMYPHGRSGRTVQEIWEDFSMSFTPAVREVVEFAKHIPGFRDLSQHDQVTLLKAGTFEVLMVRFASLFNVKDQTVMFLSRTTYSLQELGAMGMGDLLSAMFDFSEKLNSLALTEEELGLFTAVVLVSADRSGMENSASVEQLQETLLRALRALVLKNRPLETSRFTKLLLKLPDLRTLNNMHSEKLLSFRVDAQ
# DAX1 inh-2: inhibitors of DAX1 repression of SF-1 activated StAR promoter | inhibition, % at 6.8 µM | HEK293T StAR-luciferase reporter, SF-1/DAX-1 repression relief | 370,000 compounds, 1.1% hits | AID 652010;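 active means inhibition above the mean over all tested compounds plus 3 SD, cut at about 3.6% in these data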;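 further: 0% = DAX-1 cells with DMSO and 100% = cells lacking DAX-1 with DMSO; higher inhibition means more luminescence from relief of DAX-1 repression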
# An asterisk follows results filed as active; . = no result given.
SMILES,DAX1 inh-1,hgDAF-12 ag,HGIII-sPLA2 inh,PLCb3 inh,SMARCA2 act,hcDAF12 agonist,PG9 Ab binder,ssDAF12 agonist,GAA850 FXN act,Rev-erbA mod,DAX1 inh-2
O=C1CC(C(=O)N2CCN(Cc3ccccc3)CC2)CN1Cc1ccccc1 (stereo unspecified),0.1,0.0,9,-5,0,0.3,0.2,-0.8,-0.8,-5,-0.7
CC1CC(C)(C)NCc2ccccc21 (stereo unspecified),-0.4,-1.3,4,2,1,0.1,-2.0,-1.1,4.7,1,0.1
CC(C)C1C(=O)N(Cc2cn(CCC3OCCO3)nn2)CCS(=O)(=O)N1Cc1ccc(-c2ccc(Cl)c(Cl)c2)cc1 (stereo unspecified),-0.7,1.1,-46,-2,-7,-3.0,-0.3,-1.2,-0.2,-1,-2.8
COc1ccc(OCc2cc(C(=O)NCCN3CCCc4ccccc43)no2)c(Cl)c1,-0.6,2.3,-4,-18,-3,1.6,-0.3,0.0,-0.4,0,-1.1
CCOC(=O)C1CCCN(C(=O)CNC(=O)c2ccc(Br)o2)C1 (stereo unspecified),-0.1,0.9,13,-4,4,-0.5,-0.3,-0.9,0.7,5,0.2
CN(C)/N=C/C=C1\CCC/C(=C/c2cccs2)C1=O,4.4*,12*,-2,-26,8.3*,1.4,-4.1,-0.2,6.2,-4,1.4
N/C(=N\OC(=O)/C=C/c1ccc(Br)cc1)c1ccccn1,-0.4,12*,0,1,1,8.0*,-2.2,2.2*,0.3,8,4.7*
Cc1cccc(N2C(=O)C3C4CC(C(Br)C4Br)C3C2=O)n1 (stereo unspecified),0.2,0.7,6,4,-3,-0.3,0.6,-0.7,-1.4,2,0.0
COc1ccc(/C(N)=N/OC(=O)C2CCC(=O)N2S(=O)(=O)c2ccc(C)cc2)cc1 (stereo unspecified),0.5,0.2,5,-2,-3,-0.1,0.5,-1.3,3.3,-2,0.1
C[C@@H](NC(=O)c1[nH]cnc1C(=O)Nc1ccc(Cl)cc1)c1ccccc1,1.2,-0.9,12,0,-1,-1.5,-0.5,-1.7,2.6,-4,-1.1
NC(=O)COC(=O)c1ccc(Oc2ccccc2)cc1,-0.4,0.1,4,2,-2,-1.7,0.7,-1.0,-2.5,2,-0.5
Cc1cc(C)c(C)c(C(=O)C(=O)c2ccccc2)c1,2.0,-0.1,0,-4,-1,0.4,1.2,-1.4,0.1,-3,-0.1
CCOC(=O)c1cc(CC)sc1NC(=O)C(c1ccccc1)c1ccccc1,1.9,1.8,4,4,0,-1.0,-1.8,-1.2,0.0,1,-0.6
CCOC(=O)/C(N=Nc1ccc(F)cc1)=C(/O)c1ccc([N+](=O)[O-])cc1,-1.4,-0.5,-1,-24,-1,-1.9,-3.1,-0.8,0.7,0,-0.5
COc1ccc(C2CC(c3ccc(Br)cc3)=NN2C(=O)c2cccnc2)cc1 (stereo unspecified),1.3,-0.8,-8,0,-1,-2.5,-3.5,-0.7,1.3,2,-0.7
C=CCOc1ccc(S(C)(=O)=O)cc1,0.8,-1.0,1,-4,-1,-2.4,-0.7,-0.1,-1.5,-3,-0.2
CCN=C1S/C(=C\c2cc(OCC)c(O)cc2Br)C(=O)N1CC,-1.4,-0.2,-7,-150,0,-2.7,0.3,-2.2,5.6,-5,-1.3
CCOc1cccc(CN2CCC(Oc3ccc(C(=O)N4CCCC4)cc3)CC2)c1O,0.8,1.6,1,3,2,2.3,1.1,-1.2,0.7,-1,1.1
CCCOCC(O)CC(CC)C(=O)NNC(=S)Nc1ccccc1 (stereo unspecified),1.9,3.0,11,1,-2,-1.5,1.8,-1.0,3.9,1,0.1
OCCc1ccc(O)cc1,0.4,2.6,-2,0,-3,1.4,-0.7,-0.8,-0.2,3,1.4
Cc1cc(C)c(S(=O)(=O)NCC(=O)NCc2cc(=O)n(C)c(=O)n2C)c(C)c1,0.1,0.0,4,-9,-2,0.0,-1.8,-1.1,0.3,0,0.0
Nc1c(C(=O)NCC2CCCO2)c2nc3ccccc3nc2n1/N=C/c1ccncc1 (stereo unspecified),0.7,-0.2,4,-6,-4,1.2,-0.2,-0.7,1.0,-1,0.7
Cc1ccc(C)c(/C(O)=C2\C(=O)C(=O)N(Cc3cccnc3)C2c2cccnc2)c1 (stereo unspecified),-0.6,-1.5,7,3,-1,-0.7,1.5,-1.1,0.1,5,0.1
CCN(CC)c1nc(OC)nc(-n2nnc(C(C)=O)c2C)n1,0.8,-0.1,0,3,0,-2.3,-1.2,-1.5,6.0,1,0.1
COCCNC(=O)Cn1c(=O)n(Cc2ccc(C(=O)NCc3ccco3)cc2)c(=O)c2ccccc21,-2.0,-1.1,15,-2,-2,-3.3,-1.9,-1.0,0.1,-3,0.6

# (continued)
SMILES,DAX1 inh-1,hgDAF-12 ag,HGIII-sPLA2 inh,PLCb3 inh,SMARCA2 act,hcDAF12 agonist,PG9 Ab binder,ssDAF12 agonist,GAA850 FXN act,Rev-erbA mod,DAX1 inh-2
NS(=O)(=O)c1ccc(CCNC(=O)CCCC2=NS(=O)(=O)c3ccccc3N2)cc1,1.2,4.4,2,0,-1,0.0,-1.2,-0.5,-1.3,7,0.7
CCOc1ccc(-n2nnnc2SCC(=O)Nc2cccc(O)c2)cc1,-1.5,-4.7,-25,4,-4,-2.4,-2.0,-2.0,-0.4,-1,-0.6
CCC[C@@H](CN1CCC[C@H]1CN1C(N)=NC[C@H]1C(C)C)N1C[C@@H]([C@H](C)CC)N(CCCC2CCCC2)C1=N,-0.9,0.1,3,7,-4,-1.7,-0.3,-0.7,0.1,-2,-0.4
COc1ccc2c(c1OC)C(=O)OC2Nc1nc(-c2ccc([N+](=O)[O-])cc2)cs1 (stereo unspecified),1.5,4.7,5,-17,4,3.4,-1.6,1.6*,2.6,0,-0.3
O=C(Nc1cnn(Cc2ccccc2)c1)NC12CC3CC(CC(C3)C1)C2,-0.1,2.4,-23,1,7,-2.3,-0.9,-1.3,3.4,-1,-0.2
CCN(C(=O)COC(=O)c1cc(S(=O)(=O)Nc2c(C)n(C)n(-c3ccccc3)c2=O)ccc1Cl)C1CCCCC1,0.2,-0.3,-34,0,-1,-0.1,2.7,-1.8,-0.8,-6,-1.2
CC(=O)N(CC1CCCO1)c1nnc(-c2cnccn2)s1 (stereo unspecified),0.7,1.6,2,-7,-3,-1.2,1.9,-1.5,0.4,0,-0.5
O=C(CCNC(=O)Cn1ccc2ccccc2c1=O)NCCc1ccc(Cl)cc1,-0.7,0.2,3,-3,-1,-2.9,1.2,-1.5,-0.3,4,-0.6
CN(C)C(CNC(=O)CNC(=O)Cc1cccc2ccccc12)c1ccccc1 (stereo unspecified),1.1,1.3,-3,-10,-2,-1.5,-1.8,-1.1,0.9,2,0.2
O=C(c1ccccc1)N1CCN(C(=O)c2ccc(OC(F)(F)F)cc2)CC1,-0.4,-0.2,5,12*,1,1.3,-2.1,-0.9,0.0,0,-0.6
COc1ccccc1-c1csc(C(NC(C)=O)c2ccccc2)n1 (stereo unspecified),.,2.3,6,-2,-1,-0.2,0.0,-0.7,-0.1,-6,1.0
COC(=O)c1cc(C(=O)OCC(=O)NC(=O)c2ccccc2)cc([N+](=O)[O-])c1,-0.5,3.0,1,-5,-2,-0.4,-2.5,-0.6,-0.6,-1,-0.1
CC(NCC(O)COCc1cccs1)C1CC2CCC1C2 (stereo unspecified),1.3,-1.4,-3,2,0,-1.6,-0.4,-0.5,-1.2,1,0.3
O=C(Nc1ccc(Cl)cc1)C1C2C=CC3(O2)C1C(=O)N(CCN1CCCCC1)C3C(=O)NC1CCCCC1 (stereo unspecified),0.8,0.4,1,-6,-1,0.3,-2.3,-0.4,0.1,-2,0.1
CC(C)c1onc(C(=O)NC(C)c2ccccc2)c1[N+](=O)[O-] (stereo unspecified),-0.4,-2.1,-7,1,1,-0.1,-1.9,-1.1,3.2,1,-0.6
O=C(CSc1nc(-c2ccco2)cc(C(F)(F)F)n1)Nc1ccc(C(=O)N2CCCCC2)cc1,1.9,3.5,-1,0,-1,0.0,0.8,-1.2,-0.5,-3,0.4
Cc1cc(NC(=O)c2ccc3c(c2)C(=O)N(CCC(C)C)C3=O)no1,0.9,-1.2,-4,1,-1,-1.6,12*,-0.5,0.2,-2,-0.5
NCCCn1c(C(=O)c2ccc(Cl)cc2)c2ccc([N+](=O)[O-])cc2[n+]1[O-],2.0,-5.2,2,-9,6,-1.3,0.5,-1.3,-1.5,2,-1.5
O=C(NNC(=O)C1C2CCCCC21)c1coc(=O)c(Br)c1 (stereo unspecified),2.0,3.2,-8,-98,8,-1.2,-1.6,0.4,1.8,-1,-0.8
CCOC(=O)c1[nH]c2ccccc2c1NC(=O)c1ccco1,1.0,0.9,-5,-5,1,1.6,-1.1,-0.3,-1.9,-2,-0.5
COc1ccccc1OCc1nc2ccccc2n1C,0.6,6.8,-2,-2,10*,0.7,-2.7,-0.5,3.8,-5,0.5
CCCN1C(=O)C(O)(c2c(C)[nH]c3ccccc23)c2ccccc21 (stereo unspecified),2.5,1.0,-3,-16,0,3.8,-1.0,-0.3,0.8,-1,-0.4
Cc1ccc2cccc(NC(=S)NC(=O)c3c(Br)cnn3C)c2n1,-0.2,2.4,8,-9,-3,2.9,-1.1,-0.5,0.9,-2,-0.8
CC(C(=O)Nc1ccccc1C#N)N1C(=O)NC2(CCCCCC2)C1=O (stereo unspecified),0.4,0.7,3,-2,-3,1.8,0.2,-0.6,1.9,8,1.5
C/C=C/c1ccc(OCC(=O)Nc2ccc(C(N)=O)cc2)c(OC)c1,1.0,1.0,-14,-1,-1,0.7,-1.9,1.1*,0.9,2,-0.4
Cc1cc(C)c2c3c(sc2n1)C(c1cccc(F)c1)C(C#N)=C(N)O3 (stereo unspecified),0.0,1.8,6,-335,-3,-1.2,2.3,-1.4,1.8,1,0.1
COc1ccc(OC)c(CNc2ncc(-c3cccc([N+](=O)[O-])c3)n2C)c1,1.4,-1.9,0,-5,-3,-2.9,-1.4,-1.1,-2.2,7,-0.5
Cc1cc(NC(=O)C2(C)CCN2C(C)C)c2ccccc2n1 (stereo unspecified),.,0.5,-5,-1,-2,-0.6,-0.7,-0.2,2.0,-4,-1.0
COc1ccc(C(c2oc(CO)cc(=O)c2O)c2oc(CO)cc(=O)c2O)cc1,0.4,0.4,1,-2,4,0.8,-1.7,-2.1,0.8,-1,-0.8

# Given with two lines to a compound: 3 of the compounds above
# The line under a structure holds: DAX1 inh-1, hgDAF-12 ag, HGIII-sPLA2 inh, PLCb3 inh, SMARCA2 act, hcDAF12 agonist, PG9 Ab binder, ssDAF12 agonist, GAA850 FXN act, Rev-erbA mod, DAX1 inh-2
C[C@@H](NC(=O)c1[nH]cnc1C(=O)Nc1ccc(Cl)cc1)c1ccccc1
 : 1.2, -0.9, 12, 0, -1, -1.5, -0.5, -1.7, 2.6, -4, -1.1
CCOC(=O)/C(N=Nc1ccc(F)cc1)=C(/O)c1ccc([N+](=O)[O-])cc1
 : -1.4, -0.5, -1, -24, -1, -1.9, -3.1, -0.8, 0.7, 0, -0.5
CC(C(=O)Nc1ccccc1C#N)N1C(=O)NC2(CCCCCC2)C1=O (stereo unspecified)
 : 0.4, 0.7, 3, -2, -3, 1.8, 0.2, -0.6, 1.9, 8, 1.5
